MLLE-PAM2 inh – blocks PAM2 peptide binding to the PABP1 MLLE domain; P11940; inhibition, % at 20 µM; hit rate 0.36% among 360,000; GST-MLLE / FITC-PAM2 fluorescence polarization; in the data active means inhibition above about 35%, passing the limit was not always enough;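 further: plate controls were DMSO wells with GST-MLLE for no effect and wells lacking GST-MLLE protein for full effect; some results filed as inactive read as strong as hits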
CSN inh – blocks human CSN-mediated cullin deneddylation; hit rate 0.38% among 360,000; Q92905; inhibition, % at 12.5 µM; Purified CSN, SCF-Nedd8-OG deneddylation, fluorescence polarization;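 active means pattern-corrected inhibition above about 35%, with an unprinted fluorescence ratio check between 0.5 and 1.5, limit read from the data, passing the limit was not always enough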;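 further: 0% = enzyme with substrate and 100% = substrate without enzyme; some results filed as inactive read as strong as hits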
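Assay system: HEK293T-derived human Csn5 enzyme; quantity: 0.24 nM enzyme; medium: Tris/NaCl/DTT buffer, pH 7.5; also added: substrate SCFSkp2-Nedd8OG, 10 nM; doses: 12.5 µM compound; schedule: 90 min reaction at room temperature; signal: FP; read-out: % inhibition of substrate cleavage by Csn5; benchmarks: substrate-only high control, full reaction low control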
MsrA act – bovine methionine sulfoxide reductase A activation. purified bovine MsrA, absorbance read-out. hit rate 0.3% among 360,000. activation, % at 10.6 µM; in the data active means activation above about 7.5%;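 further: 0% = vehicle and 100% = reference activator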
Rpn11 inh – inhibitors of human proteasome Rpn11 | O00487 | human 26S proteasome, Ub4-pepOG fluorescence polarization; 20S core pre-blocked with epoxomicin | calls only at 20 µM | hit rate 0.59% among 360,000;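 active means inhibition at 20 µM, scaled to each plate's controls, above about 33%, limit read from the data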
Target sequence (O00487 whole entry, looked up): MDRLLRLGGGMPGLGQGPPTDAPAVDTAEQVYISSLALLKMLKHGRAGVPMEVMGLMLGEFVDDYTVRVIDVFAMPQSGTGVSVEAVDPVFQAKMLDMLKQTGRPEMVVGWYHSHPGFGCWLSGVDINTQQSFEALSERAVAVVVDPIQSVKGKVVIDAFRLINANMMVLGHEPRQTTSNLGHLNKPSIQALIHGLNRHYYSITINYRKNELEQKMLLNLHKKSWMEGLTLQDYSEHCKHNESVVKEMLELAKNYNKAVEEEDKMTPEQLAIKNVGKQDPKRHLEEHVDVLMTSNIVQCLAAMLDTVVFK
MsrA inhibitor – inhibits bovine methionine sulfoxide reductase A | purified bovine MsrA, absorbance read-out | inhibition, % at 15.5 µM | hit rate 0.75% among 360,000; in the data active means inhibition above about 4.5%;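 further: 0% = vehicle wells with enzyme and 100% = reference inhibitor wells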
E coli Lon inh – inhibitors of E. coli Lon protease. inhibition, % at 7.94 µM. purified E. coli Lon protease, fluorescence polarization. hit rate 0.42% among 360,000. AID 602123; in the data active means inhibition above about 13%, passing the limit was not always enough;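 further: 0% = enzyme with probe and DMSO and 100% = no enzyme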
Target sequence (P0A9M0 whole entry, looked up): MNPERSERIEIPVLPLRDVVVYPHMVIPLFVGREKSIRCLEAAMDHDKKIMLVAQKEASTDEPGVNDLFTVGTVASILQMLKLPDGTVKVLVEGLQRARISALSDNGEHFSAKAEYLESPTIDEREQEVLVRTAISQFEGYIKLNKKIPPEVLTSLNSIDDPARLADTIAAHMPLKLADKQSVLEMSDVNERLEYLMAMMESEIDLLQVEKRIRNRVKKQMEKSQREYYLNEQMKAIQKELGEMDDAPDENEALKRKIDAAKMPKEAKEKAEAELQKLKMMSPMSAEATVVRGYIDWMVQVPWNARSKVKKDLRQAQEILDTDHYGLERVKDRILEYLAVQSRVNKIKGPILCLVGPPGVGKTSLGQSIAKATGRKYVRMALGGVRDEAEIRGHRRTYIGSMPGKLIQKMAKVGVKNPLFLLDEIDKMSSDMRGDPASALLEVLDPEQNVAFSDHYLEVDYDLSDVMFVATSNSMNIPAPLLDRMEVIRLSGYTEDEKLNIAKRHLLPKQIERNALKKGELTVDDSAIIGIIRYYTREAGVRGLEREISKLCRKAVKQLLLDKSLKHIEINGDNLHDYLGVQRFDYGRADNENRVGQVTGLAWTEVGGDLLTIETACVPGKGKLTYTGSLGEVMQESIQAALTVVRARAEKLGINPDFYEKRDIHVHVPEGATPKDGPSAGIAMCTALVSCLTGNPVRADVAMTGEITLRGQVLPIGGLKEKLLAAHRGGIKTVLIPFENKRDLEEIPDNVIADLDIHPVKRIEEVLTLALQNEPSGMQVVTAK
Rin1-Abl PPI inh – human Rin1-Abl interaction inhibition. TR-FRET Rin1/Abl binding, biochemical. AID 588664. P00519+Q13671. inhibition, % at 7.35 µM. hit rate 0.4% among 360,000; in the data active means inhibition above about 5%, passing the limit was not always enough
FAS-TE inh – blocks the thioesterase domain of human fatty acid synthase; P49327; recombinant FAS-TE, OMFH fluorogenic substrate, fluorescence endpoint; inhibition, % at 15 µM; hit rate 0.67% among 360,000; AID 602261;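 active means compounds whose normalised, plate-corrected inhibition of enzyme fluorescence in the single-dose primary screen is 50% or more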;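 further: 0% = DMSO with enzyme and 100% = substrate without enzyme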
MT1-MMP act inh – MT1-MMP (human) activation inhibition | HT1080 RFP-PRO-GFP cells, GFP/RFP ratio fluorescence, overnight; percent of plate control window, DMSO zero | GFP/RFP ratio change, % at 20 µM | hit rate 0.061% among 360,000 | P50281;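 active means GFP/RFP ratio change of at least 30% with cell ATP level not reduced by more than half and red fluorescence within 50% of control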; further: strong numbers were not always called active
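Assay system: HT1080 RFP-PRO-GFP cells | Dosing: 20 µM single dose, 1% DMSO | Incubation: Cells overnight before dosing, compound overnight, 37 °C, 5% CO2 | Evaluation: GFP/RFP fluorescence ratio | Control set: DMSO-only wells and HT1080 RFP-L50D-GFP cell wells as references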
Active calls of the source: *; i = inactive; . = no result given; & = joins results of further samples. Random draw from the library; any-hit rate near 3.7%.

SMILES | MLLE-PAM2 inh | CSN inh | MsrA act | Rpn11 inh | MsrA inhibitor | E coli Lon inh | Rin1-Abl PPI inh | FAS-TE inh | MT1-MMP act inh
Cc1ccc(C(=O)NCC(=O)Nc2ccncc2)cc1C | 5 | -5 | -4 | i | -0.9 | -3 | 4 | -5 | 5
O=C(C1CCC(=O)N(C2CC2)C1)N1CCC(Oc2ccccc2F)CC1 (configuration not stated) | -14 | 3 | -5 | i | 2.6 | 6 | -1 | -4 | 7
O=C(O)Cc1c[nH]c2ccc(O)cc12 | 5 | -4 | -5 | i | -0.5 | 2 | -2 | -5 | 0
COc1ccc(CCNC(=O)CCOc2ccc(C(C)(C)C)cc2)cc1OC | -6 | -3 | -2 | i | -0.5 | -1 | -1 | -4 | 2
CCCCS(=O)(=O)CC(COc1ccccc1)OC(=O)c1ccccc1 (configuration not stated) | -2 | -1 | 1 | i | 0.6 | -7 | 3 | 17 | -1
COCCCn1c(C(=O)NCCN2CCOCC2)cc2c(=O)n3cccc(C)c3nc21 | 18 | 0 | -4 | i | 1.7 | -1 | -2 | -4 | -3
C=CCNC(=O)CN(Cc1ccccc1)S(=O)(=O)c1ccc(C)cc1 | -7 | -2 | -8 | i | 0.4 | 13 | 0 | -3 | -2
COc1cc(CNC(C)(C)CO)ccc1OCC(=O)Nc1ccc(Br)cc1 | -2 | 1 | 0 | i | -1.0 | 6 | 2 | -8 | -1
O=C(c1ccc(NC2=NC3CS(=O)(=O)CC3S2)cc1)N1CCN(C(=O)c2ccco2)CC1 (configuration not stated) | -17 | -1 | -6 | i | 0.4 | 3 | 4 | -13 | 3
CCOc1ccc(-n2c(=O)c3sccc3n(CC(=O)NCCc3ccc(OC)c(OC)c3)c2=O)cc1 | -11 | -2 | -3 | i | -1.6 | 4 | -2 | -6 | -1
CCN(CC)C(=O)C1CC(=O)OC1(C)C (configuration not stated) | -3 | 0 | -2 | i | 1.1 | -7 | 1 | -1 | 4
COc1ccc(Nc2ncnc3sc(-c4ccccc4)cc23)cc1 | 3 | 0 | 1 | i | 2.3 | -1 | -3 | 30 | 7
Cc1cccc(NC(=O)CCCN=C2NS(=O)(=O)c3ccccc32)c1C | 0 | 0 | -9 | i | -0.1 | 2 | -4 | -8 | -2
Cc1cc(NC(=O)CSc2nc(C(C)C)nc3sc(C)c(C)c23)no1 | 1 | -2 | -4 | i | -0.5 | -3 | -1 | -2 | 2
COc1cccc(-c2noc(C3CCCN(C(=O)c4ccccc4OC)C3)n2)c1 (configuration not stated) | 5 | 4 | -5 | i | -0.5 | -11 | 4 | -27 | 6
Cc1cc(C(=O)Nc2cnc3ccccc3c2)ccc1[N+](=O)[O-] | 11 | -1 | -5 | i | -0.1 | -2 | 4 | -5 | 4
O=C(CCn1c(=O)sc2ccccc21)NCc1cccs1 | -18 | -3 | 0 | i | -0.7 | 16 | -1 | -4 | 0
COc1ccc(-c2ccc(CN3C(CC(C)C)C(=O)N(Cc4cn(CC5CCCCC5)nn4)CCS3(=O)=O)cc2)cc1OC (configuration not stated) | -12 | -1 | 0 | i | -1.4 | 4 | -2 | 13 | -10
CCCCNC(=O)c1onc(CSc2cccc3ccccc23)c1C(=O)O | 17 | 0 | -1 | i | 0.3 | 1 | 3 | -3 | 2
CN(C(=O)c1nn(C)c2c1CSc1ccccc1-2)c1ccc(F)cc1 | 3 | 0 | -6 | i | 0.5 | 2 | -2 | 4 | -5
CCc1ccc(NC(=O)NCc2ccccn2)cc1 | 1 | 2 | -2 | i | 1.2 | -5 | 4 | 0 | 2
CCOC(=O)CC(NS(=O)(=O)c1ccc(OC)c(OC)c1)c1cccc([N+](=O)[O-])c1 (configuration not stated) | -8 | -10 | -2 | i | -0.3 | -2 | 0 | -6 | -5
CCN1CCCc2cc(CN(CCN3CCOCC3)C(=S)Nc3ccc(OC)c(OC)c3)ccc21 | -26 | 2 | -3 | i | 0.6 | 5 | -2 | -10 | -1
Cc1ccc(C(=O)Nc2nc(C)c(C)s2)o1 | 15 | -2 | -10 | i | 2.1 | -1 | 2 | -6 | -7
CCOC(=O)C1CCN(C/C=C/c2ccccc2OC)CC1 | -3 | -11 | -3 | i | 0.3 | -1 | -1 | -7 | 3
(further entries)
SMILES | MLLE-PAM2 inh | CSN inh | MsrA act | Rpn11 inh | MsrA inhibitor | E coli Lon inh | Rin1-Abl PPI inh | FAS-TE inh | MT1-MMP act inh
O=C(NN1C(=O)C2C3c4ccccc4C(c4ccccc43)C2C1=O)c1ccccc1 (configuration not stated) | 1 | -13 | -2 | i | 0.2 | 5 | 0 | -7 | 0
FC(F)(F)c1nnc2ccc(-n3ccnc3)nn12 | -7 | -5 | -7 | i | -0.1 | 2 | 2 | -3 | 1
CCCN(CCC)Cc1c(C(=O)N/N=C/CCc2ccccc2)nnn1-c1nonc1N | -4 | -2 | -1 | i | -0.7 | -5 | 0 | -1 | 2
CCOc1ccc(NC(=S)NNC(=O)c2ccc(Br)cc2)cc1 | 26 | 9 | -5 | i | 0.8 | -1 | -1 | 2 | 4
Cc1c(OCC(=O)NCC(O)c2ccccc2)ccc2c3c(c(=O)oc12)CCC3 (configuration not stated) | 18 | 3 | -2 | i | -0.2 | 2 | 0 | 7 | 3
CC1CCCCN1S(=O)(=O)c1csc(C(N)=O)c1 (configuration not stated) | 3 | 2 | -7 | i | 1.5 | 4 | -1 | 4 | 1
CC(C)C(NS(=O)(=O)c1ccccc1)C(=O)N1CCN(C(=O)c2ccco2)CC1 (configuration not stated) | 11 | 1 | -1 | i | -1.6 | 4 | 2 | -3 | -3
Cc1ccc(S(=O)(=O)N2CCC(C(=O)NCC3CCCCC3)CC2)cc1 | -3 | -1 | -5 | i | -1.1 | 6 | -1 | 1 | 1
CNc1sc(C(=O)c2cccs2)c(N)c1-c1nc2ccccc2s1 | 11 | 1 | -1 | i | -0.3 | -4 | -5 | 17 | -4
COc1ccc(Cl)cc1NC(=O)c1noc(C)c1[N+](=O)[O-] | 8 | 0 | -2 | i | . | -8 | 0 | 7 | -1
Cc1ccc(S(=O)(=O)Nc2ccc(O)c3ccccc23)c(C)c1 | 19 | 0 | 2 | i | 0.6 | 7 | 5 | 0 | 5
C[C@H](CO)N1C[C@H](C)[C@@H](CN(C)C(=O)Nc2ccc3c(c2)OCO3)Oc2c(NC(=O)c3ccncc3)cccc2C1=O | -23 | -5 | 0 | i | -0.6 | -5 | 3 | 6 | -2
O=S(=O)(Nc1cccnc1)c1cccc(Cl)c1 | -11 | -2 | -1 | i | 0.9 | -13 | -1 | -6 | -1
O=C(CN(c1ccc(Cl)cc1)S(=O)(=O)c1ccccc1)N1CCN(c2ccccc2)CC1 | 5 | 0 | 2 | i | 0.5 | -12 | 3 | 36 | 7
Cc1nn(S(=O)(=O)c2ccccc2)c(C)c1Sc1ccc([N+](=O)[O-])cc1 | 12 | 4 | -2 | i | 2.5 | -14 | -1 | 26 | -3
Cc1cc(N(C)NC(=S)Nc2ccccc2)nc(C)n1 | 18 | -2 | -4 | i | -0.4 | -9 | -2 | -2 | 4
CCOc1ccccc1NC(=O)CCNS(=O)(=O)c1cccc2nonc12 | -6 | 0 | 0 | i | 0.7 | -3 | 0 | -3 | -1
CN(C(=O)c1ccc(NC(=O)Cc2cccc(NC(=O)C3CCN(C(=O)C4CCCC4)CC3)c2)cc1)C1CCCC1 | 1 | -1 | 0 | i | -0.1 | -2 | 5 | -1 | -1
C[C@@H]1CN([C@H](C)CO)S(=O)(=O)c2ccc(Br)cc2O[C@H]1CN(C)C(=O)C1CC1 | -1 | 3 | 1 | i | -1.4 | -5 | -2 | -12 | 0
COCCN=C1Sc2nc3ccc(C)cc3cc2CN1Cc1cccs1 | 14 | 0 | -1 | i | 1.1 | 3 | 1 | 13 | -2
Cc1coc(C)c1C(=O)Nc1ccc2ccccc2c1 | 1 | -2 | -2 | i | 0.4 | 0 | 2 | -3 | 1
Cc1ccc(S(=O)(=O)N2CCC(C(=O)OCC(=O)NC3(C#N)CCCCC3)CC2)cc1C | -4 | -1 | -3 | i | -0.9 | -1 | 1 | 6 | 1
COc1ccc(Nc2ncnc3sc(C)cc23)c(OC)c1 | -4 | 4 | 0 | i | 0.3 | 7 | -3 | -3 | 0
COc1ccccc1CNc1nc(NCCN2CCNC2=O)c2sccc2n1 | -13 | -1 | -1 | i | -0.6 | 0 | 12* | -3 | -4
COCCCC/C(=N\OCCN)c1ccc(C(F)(F)F)cc1 | -2&-11&-4&-15&10 | -1&2&-2&0&2 | -2&-5&-2&-10&-4 | i | 2.0&-1.6&-1.1&-1.8 | -8&3&-1&-7&-15 | 2&1&-2&-3&0 | -3&-14&-8&-12&-4 | -3&1&-1&-3&-2
Next entries follow:
SMILES | MLLE-PAM2 inh | CSN inh | MsrA act | Rpn11 inh | MsrA inhibitor | E coli Lon inh | Rin1-Abl PPI inh | FAS-TE inh | MT1-MMP act inh
O=C(CSc1ccc2nnc(-c3ccccn3)n2n1)Nc1cccc(F)c1 | 2 | -3 | -6 | i | -1.4 | -7 | 0 | 2 | 4
O=C(O)/C=C/c1nc(-c2ccccc2)n2ccccc12 | 6 | 1 | -1 | i | 1.1 | -10 | -1 | -11 | -1
Cc1ccc2c(c1)Oc1ccc(NC(=O)CCl)cc1C(=O)N2 | 2 | 1 | -3 | i | 0.9 | -6 | -2 | 6 | -6
O=C(COC(=O)CNC(=O)c1ccco1)Nc1ncc(Cl)cc1Cl | -17 | -3 | -2 | i | 1.2 | 6 | 0 | -4 | -7
CC(=O)Nc1cnc(-c2cc(C)c(O)c(C)c2)cn1 | 6 | 1 | -2 | i | 4.0 | 5 | -4 | -9 | 5
COc1ccccc1C(=O)COC(=O)c1cccc(-n2cnnn2)c1 | -1 | -4 | -2 | i | 0.0 | -5 | 3 | 10 | 4
Clc1ccc2c(c1)[C@H]1OCC[C@H]1[C@@H](c1ccco1)N2 | 4 | 5 | 2 | i | 2.4 | 8 | -4 | -5 | -6
COC(=O)c1sccc1NC(=O)Nc1ccc(C(C)=O)cc1 | 9 | 0 | -3 | i | 0.9 | 9 | 1 | 0 | -4
Cc1ccc(C)c(N2CCN(C(=O)COc3cc(=O)n(C)c4ccccc34)CC2)c1 | 1 | 0 | -3 | i | -0.7 | -5 | -4 | 11 | 3
CCN(CC)C(=O)C(=O)Nc1ccc(F)c(Cl)c1 | -6 | 3 | 0 | i | -0.6 | -5 | -1 | -12 | -1
COc1ccccc1C(=O)n1nc(-c2cccnc2)nc1N | -9 | -1 | -3 | i | 0.3 | -3 | -1 | -2 | 0
CCC(C)(C(=O)NC1CCCC1)N(C)C(=O)c1ccccn1 (configuration not stated) | 4 | 11 | -8 | i | 0.2 | -15 | -1 | -6 | 1
Cc1nnc(SCC(=O)NNC(=O)c2ccco2)n1-c1cccc(Cl)c1 | 9 | 0 | -3 | i | -0.2 | 14 | -2 | -7 | 1
COCCN1CC(=O)N2C(c3cccc(OC)c3)c3[nH]c4ccccc4c3C[C@H]2C1=O (some centres not stated) | -3 | -1 | -3 | i | 0.3 | 2 | 0 | 3 | 1

Copied from the list.
MT1-MMP act inh with O=C(O)/C=C/c1nc(-c2ccccc2)n2ccccc12 is entered as -1
E coli Lon inh with COc1ccccc1C(=O)COC(=O)c1cccc(-n2cnnn2)c1 is entered as -5
MsrA act with COC(=O)c1sccc1NC(=O)Nc1ccc(C(C)=O)cc1 is entered as -3
